# Autophagy HCS = modulators of autophagy | AID 463193 | calls only at 10 µM (by protocol) | hit rate 0.98% among 190,000 | MEF GFP-LC3 puncta imaging; test concentration mostly 10 µM;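 active = percentage of spot-positive cells more than 3 SD above its plate mean, without a fluorescence outlier flag or 80% toxicity; inconclusive = no clear call, values can overlap the other calls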;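 also: spot-positive cell cutoff set from DMSO-treated cells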
# AID2073 = inhibitors of Mint1-CaV2.2 protein interaction, biochemical, HTRF (AID 2073); HTRF protein-protein interaction, Mint1-CaV2.2; higher % means a stronger effect; one-dose inhibition, % at 20 µM; IC50 in µM for titrated hits; hit rate 0.19% among 290,000; in the data active = inhibition mostly above about 51%, no sharp cut-off; inconclusive = no clear call, values can overlap the other calls; inactive = mostly below about 53%; also: some results filed as inactive read as strong as hits
# Dynein transport = blocks dynein driven cargo transport along microtubules; 3617.4 mouse cells, GR-EGFP nuclear translocation imaging; test concentration mostly 20 µM; stimulated with dexamethasone, 1 µM; stronger effect = lower value; z-score, hits read low; hit rate 0.47% among 220,000; AID 1381;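 active = plate z-score of nuclear minus cytoplasmic receptor signal below a set negative limit, without overly bright fluorescence or cell loss, cut at about -3.5 in these data, passing the limit was not always enough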;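 also: z-score of nuclear minus cytoplasmic ring GR-EGFP intensity difference per well; some compounds called inactive have numbers as strong as hits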
#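 medium = tetracycline-free induction medium containing charcoal-stripped FBS | probe or stimulus = dexamethasone, 1.0 µM final | timing = 48 h induction, then 1 h compound, then 30 min agonist, 37 °C | detection = automated 10x imaging of fixed Hoechst-stained cells | read-out basis = nuclear versus cytoplasmic GR-EGFP signal, averaged per well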
# HIV peptide binding = inhibitors of HIV fusion peptide binding, primary screen, biochemical, uHTS, fluorescence dequenching (AID 1986) | cell-free peptide binding, fluorescence dequenching, 30 min; higher % means a stronger effect | inhibition, % at 20 µM, or IC50 in µM where a hit was titrated | hit rate 0.3% among 290,000; in the data active = inhibition mostly above about 52%, no sharp cut-off; inactive = mostly below about 76%; also: some results filed as inactive read as strong as hits
# MT stabilizer = microtubule stabilization, imaging screen. HeLa tubulin immunostaining HCS, 24 h; share of cells brighter than vehicle mean+2SD. % tubulin-high responders, % at 10 µM. hit rate 0.83% among 200,000;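 active = plate Z-score above 3 for both tubulin-high and condensed-nucleus cell shares, with cell loss under 80%, at 10 µM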;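 also: anti alpha tubulin signal scored within the nucleus-defined area of each cell; some results filed as inactive read as strong as hits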
# Dynein transport cytoplasmic EGFP = recorded beside Dynein transport, whose call it bears; z-score; measured here: cytoplasmic GR-EGFP intensity; stronger effect = higher value
# Dynein transport nuclear GR-EGFP = second read-out of Dynein transport, no call of its own (marks repeat the call); z-score; measured here: nuclear GR-EGFP intensity;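 lower value marks the stronger effect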
# Dynein transport cell count = second read-out of Dynein transport, no call of its own (marks repeat the call); z-score; measured here: cell count per field
# MT stabilizer Hoechst-high % = further read-out of MT stabilizer, marked with its call; % Hoechst-high responders; measured here: nuclear condensation Hoechst responders;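 share of cells brighter than vehicle mean plus two SD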
# MT stabilizer cytotoxicity % = further read-out of MT stabilizer, marked with its call; toxicity, %; measured here: cytotoxicity by cell density;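 0% = mean cell density of plate MIN control wells and 100% = no cells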
# Autophagy HCS cell loss 18 h = further read-out of Autophagy HCS, marked with its call; toxicity, %; measured here: cell loss, nuclei count;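 cell loss after 18 h compound exposure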
# Numbers without * were called inactive; i = inactive; ? = inconclusive; . = no result given. These rows are one share of the data; count on the stated rates, not on these rows.
# Start of the listing, in advance (21 entries):
SMILES,Autophagy HCS,AID2073,Dynein transport,HIV peptide binding,MT stabilizer,others
CCOC(=O)C1(CCOc2ccccc2)CCN(C(C)CSC)CC1 (stereo unspecified),.,-5%,.,1.7%,.,
Cc1cc(OCC(=O)N2CCCN(C)CC2)ccc1Cl,.,3%,.,-0.5%,.,
O=C1NC(=S)N(c2ccc(F)cc2)C(=O)/C1=C/c1ccco1,.,3.3µM*,.,16µM*,.,
Cc1nc2ccc(Cl)cc2c(=O)n1-c1cccc(Cl)c1,.,29%,.,1.8%,.,
N=C1c2ccccc2CN1NC(=O)c1ccc(Br)o1,.,-7%,.,0.9%,.,
Cc1ccc(Cn2cc(C=O)c3ccccc32)cc1,.,4%,.,0.4%,.,
CCOC(=O)c1c(C=O)c2ccccc2n1Cc1ccccc1F,.,5%,.,0.7%,.,
O=C(CCCc1ccccc1)NCCc1cnc[nH]1,.,2%,.,-0.6%,.,
COc1ccc(CN2CCCC(C(=O)c3ccc(Cl)cc3)C2)c(OC)c1 (stereo unspecified),.,51%,.,-0.3%,.,
CCC(=O)Nc1ccccc1,.,-4%,.,0.7%,.,
N#CC(c1cccnc1)N1CCOCC1 (stereo unspecified),.,7%,.,1.8%,.,
COc1ccc2c(C)c(CC(=O)N3C[C@H]4C[C@@H](C3)c3cccc(=O)n3C4)c(=O)oc2c1,.,16%,.,2.9%,.,
CCCCn1c(=O)c(C(=O)NCCc2ccccc2)c(O)c2ccccc21,.,8%,.,-0.4%,.,
Fc1cccc(C2NCc3ccccc3-n3cccc32)c1 (stereo unspecified),.,-7%,.,-0.2%,.,
CCOc1ccc(-n2c(O)c(/C=C3\C=Nc4ccccc43)c(=O)[nH]c2=O)cc1,.,47%,.,166%,.,
Cc1cc(Cc2c(O)[nH]c(=S)[nH]c2=O)ccc1OC(C)C,.,?,.,2.0%,.,
COc1cc(C=C2C(=O)NC(=O)NC2=O)ccc1OS(=O)(=O)c1ccccc1[N+](=O)[O-],.,21%,.,12%,.,
O=c1ccc2cc(O[C@@H]3O[C@@H](CO)[C@H](O)[C@@H](O)[C@@H]3O)c(O)cc2o1,.,?,.,-2.0%,.,
COC(=O)Cn1cc(C=C2C(=O)N(C)C(=O)N(C)C2=O)c2ccccc21,.,13%,.,118%*,.,
COc1ccc(N2C(=O)NC(=O)/C(=C\c3cn(CC(=O)N4CCOCC4)c4ccccc34)C2=O)c(OC)c1,.,17%,.,5.4%,.,
CN1CC(C(=O)c2ccccc2)C(c2ccccc2)C1 (stereo unspecified),.,-8%,.,-1.4%,.,

# The whole of this part, from the start:
SMILES,Autophagy HCS,AID2073,Dynein transport,HIV peptide binding,MT stabilizer,others
CCOC(=O)C1(CCOc2ccccc2)CCN(C(C)CSC)CC1 (stereo unspecified),.,-5%,.,1.7%,.,
Cc1cc(OCC(=O)N2CCCN(C)CC2)ccc1Cl,.,3%,.,-0.5%,.,
O=C1NC(=S)N(c2ccc(F)cc2)C(=O)/C1=C/c1ccco1,.,3.3µM*,.,16µM*,.,
Cc1nc2ccc(Cl)cc2c(=O)n1-c1cccc(Cl)c1,.,29%,.,1.8%,.,
N=C1c2ccccc2CN1NC(=O)c1ccc(Br)o1,.,-7%,.,0.9%,.,
Cc1ccc(Cn2cc(C=O)c3ccccc32)cc1,.,4%,.,0.4%,.,
CCOC(=O)c1c(C=O)c2ccccc2n1Cc1ccccc1F,.,5%,.,0.7%,.,
O=C(CCCc1ccccc1)NCCc1cnc[nH]1,.,2%,.,-0.6%,.,
COc1ccc(CN2CCCC(C(=O)c3ccc(Cl)cc3)C2)c(OC)c1 (stereo unspecified),.,51%,.,-0.3%,.,
CCC(=O)Nc1ccccc1,.,-4%,.,0.7%,.,
N#CC(c1cccnc1)N1CCOCC1 (stereo unspecified),.,7%,.,1.8%,.,
COc1ccc2c(C)c(CC(=O)N3C[C@H]4C[C@@H](C3)c3cccc(=O)n3C4)c(=O)oc2c1,.,16%,.,2.9%,.,
CCCCn1c(=O)c(C(=O)NCCc2ccccc2)c(O)c2ccccc21,.,8%,.,-0.4%,.,
Fc1cccc(C2NCc3ccccc3-n3cccc32)c1 (stereo unspecified),.,-7%,.,-0.2%,.,
CCOc1ccc(-n2c(O)c(/C=C3\C=Nc4ccccc43)c(=O)[nH]c2=O)cc1,.,47%,.,166%,.,
Cc1cc(Cc2c(O)[nH]c(=S)[nH]c2=O)ccc1OC(C)C,.,?,.,2.0%,.,
COc1cc(C=C2C(=O)NC(=O)NC2=O)ccc1OS(=O)(=O)c1ccccc1[N+](=O)[O-],.,21%,.,12%,.,
O=c1ccc2cc(O[C@@H]3O[C@@H](CO)[C@H](O)[C@@H](O)[C@@H]3O)c(O)cc2o1,.,?,.,-2.0%,.,
COC(=O)Cn1cc(C=C2C(=O)N(C)C(=O)N(C)C2=O)c2ccccc21,.,13%,.,118%*,.,
COc1ccc(N2C(=O)NC(=O)/C(=C\c3cn(CC(=O)N4CCOCC4)c4ccccc34)C2=O)c(OC)c1,.,17%,.,5.4%,.,
CN1CC(C(=O)c2ccccc2)C(c2ccccc2)C1 (stereo unspecified),.,-8%,.,-1.4%,.,
CCOC(=O)CNC(=S)N1CC2C[C@@H](C1)Cn1c2cccc1=O,.,0%,.,1.1%,.,
CSCCC(NC(=O)CCC(=O)OC1CC[C@H]2[C@@H]3CC[C@H]4CC(=O)CC[C@]4(C)[C@H]3CC[C@]12C)C(=O)O (stereo partly specified),.,2%,.,0.7%,.,
Cc1cc(OCC(=O)N2C[C@H]3C[C@@H](C2)c2cccc(=O)n2C3)c2c(C)c(C)c(=O)oc2c1,.,18%,.,1.1%,.,
O=C(CN1C(=O)COc2ccccc21)N1CCC2(CC1)OCCO2,.,-5%,.,-0.2%,.,
FC(F)(F)c1ccccc1N1CC1c1ccncc1 (stereo unspecified),.,-5%,.,-1.5%,.,
CN(C)C(=O)Oc1ccc2c(c1)O/C(=C\c1ccccc1)C2=O,.,25%,.,-1.7%,.,
CN1CCCN(C(=O)COc2ccccc2Br)CC1,.,6%,.,-0.4%,.,
CC1CCN(CCc2nc3ccccc3[nH]2)CC1,.,9%,.,-2.5%,.,
CNC(=S)N1CCN(CCN=Cc2c(O)n(-c3ccc(C)cc3)c(=S)[nH]c2=O)CC1,.,-17%,.,-1.3%,.,
Cn1c(O)c(C=Nc2ccc(Br)cc2)c(=O)n(C)c1=O,.,12%,.,1.7%,.,
COc1ccccc1N1CCN(Cc2ccccc2)CC1,.,12%,.,-1.1%,.,
O=C(O)Cn1cc(/C=C2\C(=O)NC(=O)N(c3ccc(F)cc3)C2=O)c2ccccc21,.,16%,.,46%,.,
O=c1[nH]c(=S)n(-c2ccccc2)c(O)c1C=NCCN1CCNCC1,.,-12%,.,-0.2%,.,
Cc1cc(OCC(=O)NC(Cc2ccc(Cl)cc2)C(=O)O)c2c3c(c(=O)oc2c1)CCCC3 (stereo unspecified),.,13%,.,29%,.,
CC1CN(CC(=O)c2ccccc2Cl)CC(C)O1 (stereo unspecified),.,13%,.,-1.0%,.,
COc1ccc(C(=O)NC(=S)N2C[C@H]3C[C@H](C2)c2cccc(=O)n2C3)cc1OC,.,-8%,.,-1.4%,.,
Clc1ccc(CN2CCNCC2)cc1,.,5%,.,1.9%,.,
C/C(=N\NC(=O)c1ccccc1Cl)c1c(O)n(C2CCCCC2)c(=O)[nH]c1=O,.,3%,.,7.9%,.,
Cc1nc2cc(-c3ccc(Cl)cc3)nn2c(C)c1CCC(=O)N1CCC2(CC1)OCCO2,i,.,-0.78,.,2.6,Dynein transport cytoplasmic EGFP=-0.22;Dynein transport nuclear GR-EGFP=0.12;Dynein transport cell count=0.77;MT stabilizer Hoechst-high %=1.7;MT stabilizer cytotoxicity %=5.7;Autophagy HCS cell loss 18 h=-5

# 3 structures from above, arranged by number of heavy atoms, ascending.
SMILES,Autophagy HCS,AID2073,Dynein transport,HIV peptide binding,MT stabilizer,others
CN1CCCN(C(=O)COc2ccccc2Br)CC1,.,6%,.,-0.4%,.,
CN1CC(C(=O)c2ccccc2)C(c2ccccc2)C1 (stereo unspecified),.,-8%,.,-1.4%,.,
COc1ccc(C(=O)NC(=S)N2C[C@H]3C[C@H](C2)c2cccc(=O)n2C3)cc1OC,.,-8%,.,-1.4%,.,
